# Screening results from PubChem.
# Tau FP inhib: blocks human tau fibril formation measured by polarization; P10636; K18 P301L tau heparin fibrillization, Alexa594 FP, 6 h; Potency, µM (titrated, usually from 57.7 µM), for inactives: at the highest dose activity, negative = inhibition, actives largely listed as inhibitors; 0.39% of 280,000 active; note: nearly all actives have a fitted effect of over 55% in size
# Target sequence (P10636 561-689 P618L limits assumed): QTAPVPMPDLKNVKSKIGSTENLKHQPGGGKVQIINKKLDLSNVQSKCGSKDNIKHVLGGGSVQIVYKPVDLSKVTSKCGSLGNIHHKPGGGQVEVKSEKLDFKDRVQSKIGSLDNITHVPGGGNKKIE
#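 Steps: dispense K18 P301L tau (15 uM plus 0.24 uM Alexa 594 tracer, final) in pH 7 sodium acetate; add compound; add heparin (20 uM final); incubate 6 hr, 37 C; add ThT (30 uM final); after 1 hr ambient, read FP.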
# RGS12 GoLoco inh: blocks human Gai1 binding to RGS12 GoLoco peptide, red readout | P63096 | Gai1:RGS12 GoLoco peptide FP, rhodamine, 10 min | Potency, µM (highest dose often 61.6 µM), for inactives: at the highest dose activity, negative = inhibition, actives largely listed as inhibitors | 0.44% of 230,000 active | AID 880; active = well fitted inhibition curve with a large enough effect, not every such curve was filed as active; inactive = no such curve, though single readings can be large or run the other way; note: nearly all actives have a fitted effect of over 30% in size; many of its hits are not listed in these tables
# TR SRC2 fluor cs: alters Texas Red total fluorescence, flagging assay interference. 0.29% of 280,000 active. TRb/SRC2 Texas Red total fluorescence interference. Potency, µM (series often up to 106 µM), without a hit: top-dose fluorescence change, negative = quenching; active = well fitted curve in either direction with a large enough effect; inconclusive = small, poorly fitted or top-dose-only effect
#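 Flags fluorescent or light-absorbing compounds by total fluorescence, S + 2P, at 555 nm excitation and 632 nm emission. Mixture: 20 nM Texas Red SRC2 peptide, 0.6 uM human TRb LBD, 1 uM T3, 5% DMSO; compound exposure 5 h at ambient temperature.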
# JMJD2E inh: JMJD2E (human) inhibition; 1.6% of 230,000 active; JMJD2E catalytic domain, FDH-coupled NADH fluorescence (FDH is formaldehyde dehydrogenase); Potency, µM (titrated, usually from 57.1 µM), for inactives: top-dose activity change, negative = inhibition, actives largely listed as inhibitors; B2RXH2; active = well fitted inhibition curve with a large enough effect, not every such curve was filed as active; inconclusive = small, poorly fitted or top-dose-only effect, or another doubt; inactive = no such curve, though single readings can be large or run the other way;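 note: 0% = wells with enzyme and -100% = buffer wells without enzyme; nearly all actives have a fitted effect of over 50% in size; many of its hits are not listed in these tables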
# Target sequence (B2RXH2 1-337 limits assumed): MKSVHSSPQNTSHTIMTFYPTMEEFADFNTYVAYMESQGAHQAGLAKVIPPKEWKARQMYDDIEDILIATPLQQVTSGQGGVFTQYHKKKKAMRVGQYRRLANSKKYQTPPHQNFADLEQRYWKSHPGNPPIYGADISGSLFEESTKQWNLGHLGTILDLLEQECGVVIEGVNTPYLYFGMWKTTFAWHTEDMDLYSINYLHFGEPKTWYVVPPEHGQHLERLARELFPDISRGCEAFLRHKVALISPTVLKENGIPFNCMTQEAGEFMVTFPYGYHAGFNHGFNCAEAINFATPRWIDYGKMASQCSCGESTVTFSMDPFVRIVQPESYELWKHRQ
# L3MBTL1 inh: L3MBTL1 (human) inhibition. AID 485360. AlphaScreen L3MBTL1–H3K9me1 peptide binding. Potency, µM (top dose mostly 57.1 µM), for the others: top-dose activity, negative = inhibition, actives largely listed as inhibitors. 0.66% of 230,000 active. Q9Y468; note: nearly all actives have a fitted effect of over 60% in size
#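 First, the protein-peptide complex forms for 30 min at room temperature (L3MBTL1 50 nM, biotinylated H3K9me1 peptide 75 nM). Next, compounds are pin-transferred and incubated 30 min. Finally, AlphaScreen beads are added and read after 30 min.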
# RECQ1 helicase: RECQ1 (human) helicase inhibition; AID 2549; P46063; RECQ1 DNA unwinding, red fluorescence kinetic read; 0.54% of 240,000 active; Potency, µM (highest dose often 57.3 µM), inactives show at the highest dose activity, negative = inhibition, hits mostly inhibitors;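 note: plate controls were vehicle for no effect and no enzyme for full effect; nearly all actives have a fitted effect of over 30% in size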
#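 50 nM RECQ1T1 preincubated 15 min with compound in Tris pH 8.0 buffer with MgCl2, DTT, Tween-20 and 2.5 ug/ml poly(dI-dC); started with 200 nM TAMRA/BHQ-2 forked duplex and 2 mM ATP. Unwinding read as fluorescence (525/598 nm), two reads 2 h apart.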
# TRb-SRC2 inh: inhibitors of human thyroid hormone receptor beta-SRC2 interaction. TRbeta-SRC2 peptide binding, fluorescence polarization; receptor liganded with 1 µM T3. Potency, µM (top dose mostly 106 µM), without a hit: at the highest dose activity change, negative = inhibition, hits mostly inhibitors. AID 1469. 0.065% of 280,000 active. P10828;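 note: plate controls were bound peptide for no effect and peptide without receptor for full effect; nearly all actives have a fitted effect of over 50% in size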
# Target sequence (P10828 whole entry, looked up): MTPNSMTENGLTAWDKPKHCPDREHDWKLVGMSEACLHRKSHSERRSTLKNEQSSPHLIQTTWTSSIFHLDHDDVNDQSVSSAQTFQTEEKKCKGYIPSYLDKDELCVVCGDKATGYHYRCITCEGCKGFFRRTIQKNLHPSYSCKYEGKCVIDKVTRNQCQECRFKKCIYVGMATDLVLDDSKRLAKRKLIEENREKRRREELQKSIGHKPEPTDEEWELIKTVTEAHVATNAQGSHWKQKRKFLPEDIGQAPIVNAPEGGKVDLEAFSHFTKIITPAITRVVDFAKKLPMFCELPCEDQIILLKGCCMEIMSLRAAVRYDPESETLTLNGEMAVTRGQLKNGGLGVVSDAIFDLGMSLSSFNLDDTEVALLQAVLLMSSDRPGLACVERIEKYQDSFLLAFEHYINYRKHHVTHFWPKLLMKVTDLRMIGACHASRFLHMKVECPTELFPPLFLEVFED
#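 Human TRb ligand-binding domain (0.6 uM) is mixed with 20 nM Texas Red SRC2 peptide and 1 uM T3; after compound addition and 5 hr at ambient temperature, polarization is measured and normalized to unbound and bound controls.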
# Tau ThT inhib: blocks human tau fibril formation measured by thioflavin T | P10636 | 2.1% of 270,000 active | Potency, µM (top dose mostly 57.4 µM), for the others: top-dose activity, negative = inhibition, most hits filed as inhibitors | recombinant tau K18 P301L, heparin-induced fibrillization, ThT fluorescence; note: nearly all actives have a fitted effect of over 55% in size
#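 ThT emission at 510 nm, taken 1 hr after adding 30 uM dye, quantifies aggregates formed when 20 uM heparin acts on human tau K18 P301L for 6 hr at 37 C.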
# Starred values were filed as active, the others as inactive; i = inactive; ? = inconclusive; . = not tested or not shown; [ ] = another dose, or the depositor's remark. Unless noted, calls come from the whole dose curve; as a rule, active = well fitted curve in the direction sought with a large enough effect; inconclusive = small, poorly fitted or top-dose-only effect, or another doubt; inactive = no such curve, though single readings can be large; an effect the other way counts as inactive or inconclusive. Unless noted, % is set by controls: 0 for no effect and ±100 for the full control effect; potency is the fitted concentration of half-maximal effect. The list is partial; the hit share may differ from the screen's.
SMILES,Tau FP inhib,RGS12 GoLoco inh,TR SRC2 fluor cs,JMJD2E inh,L3MBTL1 inh,RECQ1 helicase,TRb-SRC2 inh,Tau ThT inhib
Cc1ccc2oc(-c3cc(NC(=O)/C=C/c4ccco4)ccc3Cl)nc2c1,?,.,2%,.,.,.,-2%,6%
COc1cccc2cc(C(=O)N(C)C)c(=O)oc12,-5%,8%,-4%,-20%,.,4%,2%,-4%
Cc1ccc(S(=O)(=O)N=Nc2c(O)[nH]c3ccccc23)cc1C,-3%,1%,0%,-8%,.,i,-2%,-16%
CCN(CC)S(=O)(=O)c1ccc(C(=O)NCCSc2c[nH]c3ccccc23)cc1,16%,5%,-1%,5%,-8%,-4%,4%,?
CC(C)(C)c1ccc(OCCCC(=O)Nc2ccc(S(N)(=O)=O)cc2)cc1,-8%,2%,-3%,3%,.,i,6%,-16%
O=C(COC(=O)c1cncc(Br)c1)NCc1ccc2c(c1)OCO2,-7%,3%,4%,2%,21%,3%,6%,-15%
O=C(Nc1cc(=O)[nH]c2ncnn12)c1ccccc1Cl,0%,32%[activator],2%,-2%,5%,i,1%,-6%
CCOCCCNc1nc2ccccc2[nH]1,-4%,9%,-2%,5%,-7%,2%,4%,-6%
Cc1ccc(-n2cc(-c3ccccc3)c3c(NN4CCOCC4)ncnc32)cc1,0%,-10%,-3%,9%,-26%,3%,1%,4%
CCOc1cc(C2CC(=O)Nc3cc(C)c(C)cc32)ccc1O (stereo not given),6%,7%,-1%,5%,-2%,-2%,-5%,-7%
O=C(NC(=S)NNC(=O)c1ccccc1[N+](=O)[O-])c1ccccc1,-5%,1%,0%,?,27%,-16%,-12%,?
Cc1ccc(CSc2ncnc3onc(C)c23)cc1,-7%,8%,1%,3%,54%[activator],-12%,4%,-14%
CCN(CC)c1ccc(C(=O)OCC(=O)Nc2sccc2C#N)cc1,3%,-3%,-2%,?,-5%,-23%,-4%,8%
COc1ccc2nc(NC(=O)Cc3ccc(OC)c(S(=O)(=O)N4CCOCC4)c3)sc2c1,-2%,-1%,0%,1%,.,-11%,1%,-17%
O=C(c1cc(NC(=O)C23CC4CC(CC(C4)C2)C3)cc(NC(=O)C23CC4CC(CC(C4)C2)C3)c1)N1CCCCC1,-4%,11%,2%,11%,-28%,-3%,-18%,-2%

# Only RGS12 GoLoco inh and L3MBTL1 inh, for two of the compounds above:
structure | RGS12 GoLoco inh | L3MBTL1 inh
O=C(Nc1cc(=O)[nH]c2ncnn12)c1ccccc1Cl | 32%[activator] | 5%
O=C(NC(=S)NNC(=O)c1ccccc1[N+](=O)[O-])c1ccccc1 | 1% | 27%

# (cont.)
SMILES,Tau FP inhib,RGS12 GoLoco inh,TR SRC2 fluor cs,JMJD2E inh,L3MBTL1 inh,RECQ1 helicase,TRb-SRC2 inh,Tau ThT inhib
O=C(NC1CCN(Cc2ccccc2)CC1)c1ccc(S(=O)(=O)NCc2ccco2)cc1,6%,5%,-1%,4%,-6%,-4%,-3%,-1%
Cn1nc(C(F)(F)F)c(-c2cccc(C(F)(F)F)c2)c1NC(=O)c1cccnc1,2%,1%,-1%,7%,.,14%,1%,.
Cc1ccccc1NC(=O)c1cc(S(=O)(=O)N2CCCCC2)cs1,-2%,7%,1%,3%,.,0%,9%,-1%
COc1ccc(C)cc1S(=O)(=O)NC1CCCCC1C (stereo not given),1%,12%,0%,-8%,10%[11.4 µM],-2%,3%,-1%
CCOC(=O)N1CCN(CC(O)COc2c(OC)cccc2OC)CC1 (stereo not given),-2%,4%,-8%,2%,14%,i,5%,7%
O=C(O)/C=C/c1cnc2ccccc2n1,1%,3%,-2%,-9%,3%,-5%,1%,0%
Cc1ccc(C2CC(=O)Oc3ccc(C(C)(C)C)cc32)cc1 (stereo not given),-7%[81.3 µM],8%[88.7 µM],3%,.,.,-3%[81.1 µM],6%,-5%[81.4 µM]
CCOC(=O)C(Sc1ncnc2c1sc1nc(N3CCOCC3)c3c(c12)CCCC3)c1ccccc1 (stereo not given),-1%,5%,-3%,3%,-2%,i,0%,3%
CCC(C)C(NC(N)=O)C(=O)Nc1ccc(S(=O)(=O)Nc2ccc(OC)cc2)cc1 (stereo not given),-12%,3%,-1%,14%,.,i,-4%,7%
CCCC(C)NS(=O)(=O)c1ccc(OC)c(C)c1 (stereo not given),0%,1%,-5%,0%,.,i,-1%,-16%
Cc1cc2c(cc1C)NC(CC(=O)NCc1ccccc1)C(=O)N2 (stereo not given),6%,14%,1%,?,2%,0%,-8%,-24%
Cc1cccc(C)c1NC(=O)CCCn1c(=O)c2cccn2c2ccccc21,-5%,.,7%,.,.,.,7%,?
CC(C)n1cc(CN2CCN(CCc3ccccc3)C(CCO)C2)cn1 (stereo not given),4%,9%,0%,-10%,-5%,-3%,6%,-8%
CCOC(=O)c1ccccc1NC(=O)c1cc2ccc3cccnc3c2[nH]1,-12%,.,-1%,.,.,.,-10%,-10%
Cc1nnc(SCCCn2c(N3CCCCC3)nc3c2c(=O)[nH]c(=O)n3C)s1,4%,9%,-2%,-2%,1%,-2%,-7%,-7%

# Profiles, quoted from the list.
# `CCOC(=O)c1ccccc1NC(=O)c1cc2ccc3cccnc3c2[nH]1` is listed with Tau FP inhib = -12%; RGS12 GoLoco inh = .; TR SRC2 fluor cs = -1%; JMJD2E inh = .; L3MBTL1 inh = .; RECQ1 helicase = .; TRb-SRC2 inh = -10%; Tau ThT inhib = -10%
# `Cc1ccccc1NC(=O)c1cc(S(=O)(=O)N2CCCCC2)cs1` is listed with Tau FP inhib = -2%; RGS12 GoLoco inh = 7%; TR SRC2 fluor cs = 1%; JMJD2E inh = 3%; L3MBTL1 inh = .; RECQ1 helicase = 0%; TRb-SRC2 inh = 9%; Tau ThT inhib = -1%

# Later entries
SMILES,Tau FP inhib,RGS12 GoLoco inh,TR SRC2 fluor cs,JMJD2E inh,L3MBTL1 inh,RECQ1 helicase,TRb-SRC2 inh,Tau ThT inhib
O=C(Nc1ccccc1Cc1ccccc1)c1ccccc1NS(=O)(=O)c1ccc(Cl)s1,-5%,-5%,-3%,-19%,-3%,?,5%,?
O=C(Nc1ccccc1)C1CCN(C(=O)c2ccccc2)CC1,-15%,-12%,0%,6%,.,-2%,-2%,-7%
Cc1onc(-c2ccccc2Cl)c1C(=O)Nc1ccc(-c2nnc3n2CCCCC3)cc1,7%,-20%,-2%,-9%,-2%,i,3%,-14%
CCCCS(=O)(=O)Nc1ccc2ncn(C)c(=O)c2c1,-5%,7%,-2%,?,1%,0%,-4%,-4%
O=C(Oc1coc(CSc2ncccn2)cc1=O)c1ccc(Br)o1,-5%,-7%,-1%,-6%,-7%,-18%,-1%,?
NC(=O)CC(NC(=O)Cc1ccc(Br)cc1)c1ccc(NCCc2ccc(Cl)cc2)c([N+](=O)[O-])c1 (stereo not given),?,2%,1%,-2%,.,11%,-4%,?
CC(C)(C)NC(=O)CSc1nc(O)cc(=O)n1-c1ccccc1,-3%,53%[activator],-5%,2%,.,-8%,-3%,-19%
CCOc1ccc(NC(=O)c2c(OC)cccc2OC)cc1,0%,2%,-2%,-24%,.,-2%,6%,-13%
O=C1CC(C(=O)N(c2ccccc2)C(C(=O)NC2CCCC2)c2ccncc2)CS1 (stereo not given),7%,6%,0%[53 µM],-1%,17%,i,-11%[53 µM],4%
FC(F)(F)c1nc2ccccc2nc1N/N=C/c1ccc(Cl)cc1,12%,13%,-6%,6%,-3%,-11%,-1%,?
O=C(NCCCCNC(=O)C1CCCC1)C1CCCC1,0%,-3%,-3%,0%,4%,-3%,-15%,0%
CCN(CC)CCN(Cc1cc2cc(C)ccc2[nH]c1=O)C(=S)Nc1ccccc1,4%,14%,-4%,-6%,-1%,i,0%,-1%
Nc1nc(Br)c2c(F)cccc2c1-c1ccccc1,-7%,6%,-3%,7%,10%,-6%,-6%,5%
CN(NS(=O)(=O)c1ccc(Cl)cc1)c1cnn(C)c(=O)c1Cl,-7%,7%,-3%,8%,7%,0%,-1%,-6%
COc1cc(C)c(C(N)=O)c(OC)n1,-2%,41%[activator],-4%,-2%,0%,-6%,2%,3%
COC(=O)c1ccccc1NC(=O)Nc1ccc2c(c1)OCO2,0%,11%,1%,-3%,.,-14%,-3%,-11%

# Taken from above:
# For L3MBTL1 inh, CCCCS(=O)(=O)Nc1ccc2ncn(C)c(=O)c2c1 is listed with 1%
# For Tau FP inhib, COc1cc(C)c(C(N)=O)c(OC)n1 is listed with -2%
# For Tau ThT inhib, Nc1nc(Br)c2c(F)cccc2c1-c1ccccc1 is listed with 5%

# An excerpt of these results, with values under each structure.
# Fields – Tau FP inhib	RGS12 GoLoco inh	TR SRC2 fluor cs	JMJD2E inh	L3MBTL1 inh	RECQ1 helicase	TRb-SRC2 inh	Tau ThT inhib
- CC(C)(C)NC(=O)CSc1nc(O)cc(=O)n1-c1ccccc1
  -3%	53%[activator]	-5%	2%	.	-8%	-3%	-19%
- COC(=O)c1ccccc1NC(=O)Nc1ccc2c(c1)OCO2
  0%	11%	1%	-3%	.	-14%	-3%	-11%
- CN(NS(=O)(=O)c1ccc(Cl)cc1)c1cnn(C)c(=O)c1Cl
  -7%	7%	-3%	8%	7%	0%	-1%	-6%
